Source: PubChem
CCR6 antagonist = antagonists of human CCR6 receptor. P51684. CHO-K1 CCR6 PathHunter beta-arrestin, luminescence, CCL20-stimulated. inhibition, % at 20 µM. 340,000 tested, 0.49% active. AID 493098;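 active = compounds whose inhibition of the agonist-driven luminescence signal at 20 µM reaches about 50%, limit read from the data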;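 note: cells stimulated with CCL20 at 14 nM final; plate controls were DMSO with CCL20 for no effect and DMSO without agonist for full effect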
APJ antagonist = blocks the human apelin receptor APJ; P35414; CHO-K1 APJ beta-arrestin complementation, luminescence; inhibition, % at 20 µM; 330,000 tested, 0.32% active;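 active = inhibition above about 40% at 20 µM, limit read from the data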;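 note: cells challenged with 10 nM apelin-13 agonist together with compound; plate controls were apelin-13 plus DMSO wells for no effect and DMSO wells lacking apelin-13 for full effect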
Target sequence (P35414 whole entry, looked up): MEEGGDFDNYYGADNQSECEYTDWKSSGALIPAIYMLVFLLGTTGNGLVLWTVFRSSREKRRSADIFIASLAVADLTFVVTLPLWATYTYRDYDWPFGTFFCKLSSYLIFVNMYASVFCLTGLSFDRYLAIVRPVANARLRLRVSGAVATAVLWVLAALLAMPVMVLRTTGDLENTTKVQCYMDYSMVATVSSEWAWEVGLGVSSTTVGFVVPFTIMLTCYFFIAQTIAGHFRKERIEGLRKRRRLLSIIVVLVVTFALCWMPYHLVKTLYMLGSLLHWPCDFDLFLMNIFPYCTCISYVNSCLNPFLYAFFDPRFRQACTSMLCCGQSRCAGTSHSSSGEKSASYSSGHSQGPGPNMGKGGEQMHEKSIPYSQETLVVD
EBI2 block = blocks human EBI2 receptor beta-arrestin signaling | P32249 | EBI2 beta-arrestin recruitment, luminescence, 7a,25-OHC stimulated | inhibition, % at 5 µM | 360,000 tested, 0.81% active | AID 651636; in the data active = inhibition above about 38%;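 note: enzyme fragment complementation signal reports receptor beta-arrestin coupling in cells; 0% = agonist plus DMSO wells and 100% = wells without agonist; some results beyond the cut were filed as inactive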
CXCR6 inh = CXCR6 (human) receptor inhibition. O00574. CHO-K1 PathHunter CXCR6 beta-arrestin, luminescence. inhibition, % at 20 µM. 360,000 tested, 0.36% active. AID 602244; in the data active = inhibition above about 34%, passing the limit was not always enough;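 note: antagonist mode with CXCL16 agonist at 10 nM final; 0% = 10 nM CXCL16 with DMSO and 100% = unstimulated wells without agonist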
Target sequence (O00574 whole entry, looked up): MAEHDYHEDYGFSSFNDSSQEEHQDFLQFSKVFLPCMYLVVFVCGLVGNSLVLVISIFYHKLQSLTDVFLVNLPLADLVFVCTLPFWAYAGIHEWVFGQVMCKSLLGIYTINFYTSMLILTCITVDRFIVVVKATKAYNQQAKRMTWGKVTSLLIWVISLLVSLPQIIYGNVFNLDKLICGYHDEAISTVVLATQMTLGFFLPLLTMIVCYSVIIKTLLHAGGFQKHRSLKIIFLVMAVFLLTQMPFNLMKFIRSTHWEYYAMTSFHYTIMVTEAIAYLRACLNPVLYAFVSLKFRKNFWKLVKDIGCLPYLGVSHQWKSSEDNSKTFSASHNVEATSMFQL
Gli-Sufu block = Gli-Sufu pathway antagonism; Sufu-KO-LIGHT fibroblasts, Gli luciferase reporter luminescence; inhibition, % at 5 µM; 340,000 tested, 0.74% active; AID 588413;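 active = inhibition above about 55%, limit read from the data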;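 note: 0% = DMSO-treated cells and 100% = wells with medium but no cells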
ATG4B inhibitor = inhibitors of human ATG4B cysteine protease; 340,000 tested, 0.51% active; ATG4B cleavage of LC3-PLA2, NBD-HPC fluorescence, 1 h; inhibition, % at 8.33 µM; in the data active = inhibition above about 40%
APJ ag = activates the human apelin receptor APJ; P35414; CHO-K1 APJ PathHunter beta-arrestin, luminescence; 0% DMSO wells, 100% apelin; activation, % at 20 µM; 330,000 tested, 0.11% active; AID 2520;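 active = activation more than six SD over the plate average, tested at 20 µM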;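 note: 0% = DMSO alone and 100% = apelin-13 at 10 nM; some results filed as inactive read as strong as hits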
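Material: engineered CHO-K1 APJ arrestin reporter cells; amount: 1000 CHO-K1 reporter cells seeded per well; incubation: compound stimulation 90 min at 25 °C, detection 60 min; signal: luminescent beta-gal fragment complementation, chemiluminescent substrate; read-out basis: APJ agonist activity; controls: DMSO-only wells as negative, 10 nM Apelin-13 as positive control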
UBC13 polyUb = blocks human UBC13 polyubiquitin chain formation | P61088 | TR-FRET | inhibition, % at 20 µM | 330,000 tested, 0.47% active; in the data active = inhibition above about 45%, passing the limit was not always enough
Target sequence (P61088 whole entry, looked up): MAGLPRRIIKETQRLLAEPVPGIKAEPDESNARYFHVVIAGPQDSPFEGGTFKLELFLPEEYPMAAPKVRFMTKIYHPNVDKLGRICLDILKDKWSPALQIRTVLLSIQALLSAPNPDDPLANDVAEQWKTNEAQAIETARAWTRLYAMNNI
Starred values were filed as active, the others as inactive; . = no result given.

SMILES | CCR6 antagonist | APJ antagonist | EBI2 block | CXCR6 inh | Gli-Sufu block | ATG4B inhibitor | APJ ag | UBC13 polyUb
COC(=O)C(CC(C)C)NC(=O)/C=C/c1ccc(Cl)cc1 (configuration not stated) | -5.1 | -6.1 | 2.7 | -16.6 | -2.3 | -7.5 | -1.2 | 2.0
COC(=O)c1ccc(S(=O)(=O)NCc2ccco2)n1C | 2.5 | 21.7 | -4.8 | -0.9 | -4.3 | 7.6 | -6.6 | 3.2
CCOC(=O)CSC(CC)C(=O)Nc1nnc(C(C)C)s1 (configuration not stated) | 0.4 | -15.5 | -2.3 | 1.3 | -3.9 | 3.6 | -2.9 | -7.5
COc1ccc(C(=O)/C=C/C(=O)N(CC(=O)NC2CCCCC2)Cc2ccc(F)cc2)c(O)c1 | 97.5* | . | 29.9 | 59.7* | -7.6 | 7.3 | . | .
CC(=O)c1sc(NC(=O)CN2C(=O)C3CC=CCC3C2=O)nc1-c1ccccc1 (configuration not stated) | 7.6 | 9.6 | 4.5 | 4.6 | -8.7 | 9.8 | 3.8 | -15.0
CC(C)(C)OC(=O)N1CC(O)CC1C(=O)OCC(=O)c1ccc(Cl)cc1 (configuration not stated) | -6.4 | -3.9 | 1.0 | 2.3 | 1.9 | 6.4 | -1.6 | 2.6
CCC(=O)Nc1ccc(-c2nc(-c3ccccc3)n(CC(=O)N3CCCCC3)n2)cc1 | -19.6 | -14.6 | -0.9 | 1.2 | -3.6 | -12.7 | -0.4 | -0.9
Cc1nc2cc(NC(=O)c3ccc(Cl)cc3)ccc2n1C | -12.0 | 10.5 | -2.8 | 2.7 | -91.8 | 0.4 | -1.9 | 0.7
Cc1ccc(S(=O)(=O)C2(C(=O)Nc3ccc(F)cc3)CC2)cc1 | 11.1 | 14.8 | -0.8 | -12.4 | 0.9 | -0.3 | -2.1 | -1.0
O=C(C1CCCN1S(=O)(=O)c1ccc(Cl)cc1)N1CCN(c2ccccc2)CC1 (configuration not stated) | 12.7 | 7.1 | 2.2 | 7.4 | 7.9 | -1.9 | -0.7 | 5.5

An excerpt of these results, with values under each structure:
Results follow in this order: CCR6 antagonist | APJ antagonist | EBI2 block | CXCR6 inh | Gli-Sufu block | ATG4B inhibitor | APJ ag | UBC13 polyUb
- O=C(C1CCCN1S(=O)(=O)c1ccc(Cl)cc1)N1CCN(c2ccccc2)CC1 (configuration not stated)
 : 12.7 | 7.1 | 2.2 | 7.4 | 7.9 | -1.9 | -0.7 | 5.5
- CCOC(=O)CSC(CC)C(=O)Nc1nnc(C(C)C)s1 (configuration not stated)
 : 0.4 | -15.5 | -2.3 | 1.3 | -3.9 | 3.6 | -2.9 | -7.5

The listing continues.
SMILES | CCR6 antagonist | APJ antagonist | EBI2 block | CXCR6 inh | Gli-Sufu block | ATG4B inhibitor | APJ ag | UBC13 polyUb
NC(=O)Nc1ccc(C(=O)OCC(=O)N2CCCC2=O)cc1 | -11.7 | -2.2 | -1.2 | -1.0 | -1.6 | 0.4 | -3.4 | 6.0
CCCC(=O)NC(=S)NNC(=O)c1ccc([N+](=O)[O-])cc1 | 14.9 | 16.7 | 4.0 | 8.5 | -8.3 | 12.6 | -3.0 | 10.4
Cc1nc(Nc2nc(CSc3ccc(Cl)cc3)cc(=O)[nH]2)nc2ccccc12 | -4.5 | 8.8 | -5.7 | -3.9 | 11.2 | -4.6 | -2.3 | -1.5
Cc1cc(C)n(-c2nc3ccccc3c(=O)n2OCC(=O)Nc2c(C)cccc2C)n1 | 16.6 | 5.9 | 2.4 | -1.9 | 1.8 | 5.1 | 1.4 | -2.3
COc1ccc(SC[C@H](CC(C)C)N2CCN(C)CCC2=O)cc1 | 5.9 | 11.9 | 1.4 | 0.0 | 0.1 | 2.9 | 1.4 | 8.3
COCCNC(=O)C(c1ccc(OC)cc1)N(C(=O)Cn1nnc2ccccc21)c1cccnc1 (configuration not stated) | 4.5 | 4.0 | -14.6 | -8.7 | 1.8 | -5.2 | -3.0 | 4.0
CCOC(=O)c1ccc(Oc2c(C)oc3cc(OS(C)(=O)=O)ccc3c2=O)cc1 | -4.5 | 4.7 | -9.0 | 3.3 | 4.1 | -1.9 | -1.6 | -13.3
O=C(NC1(C(F)(F)F)NC(=O)N(C2CCCCC2)C1=O)C1CC1 (configuration not stated) | -3.3 | 10.1 | 1.1 | -1.5 | -7.6 | -29.9 | 0.7 | 6.6
OC(CN1C2=NCCCN2c2ccccc21)c1ccc2c(c1)OCO2 (configuration not stated) | 6.0 | 13.2 | -6.0 | -6.5 | -16.6 | 11.1 | -4.4 | -0.1
C[C@H](CO)N1C[C@H](C)[C@@H](CN(C)S(=O)(=O)c2cccs2)Oc2c(NC(=O)CCC(F)(F)F)cccc2C1=O | -2.9 | 8.3 | -10.0 | 1.3 | -0.7 | -7.8 | -2.7 | 6.5
O=C(Nc1cccnc1)C1CCCN(c2ncnc3c2nc2n3CCCCC2)C1 (configuration not stated) | 14.0 | 4.6 | -3.3 | 1.4 | 1.9 | -0.8 | 6.6 | 1.1
COC(=O)Cn1c(=O)sc2ccccc21 | -3.9 | -35.1 | -7.9 | 3.7 | -4.3 | -2.8 | -1.8 | -6.4
COc1cccc(-c2c(C(=O)N/N=C/c3cccnc3)nnn2-c2nonc2N)c1 | 1.5 | 13.8 | -11.5 | 9.7 | 10.2 | -8.0 | -1.3 | -5.9
Cc1ccc(CNS(=O)(=O)c2cc3c(cc2C)N(C)CCO3)cc1 | 9.7 | 22.3 | 0.5 | -2.3 | -3.8 | -8.3 | -0.2 | -2.9
CCC(C)(C)C1CCC(=NNC(=O)c2ccc(Br)o2)CC1 (configuration not stated) | 3.8 | -3.6 | -12.0 | -16.1 | 0.2 | -8.7 | 19.8* | -8.6
CC(C)(C)C1CCC2(CC1)NC(CO)(CO)CO2 (configuration not stated) | 7.5 | 9.4 | -8.6 | 0.8 | -3.1 | -6.4 | -1.6 | 7.3
Cc1cc(NCc2ccccn2)n2nc(C)c(-c3ccccc3)c2n1 | 29.9 | -3.9 | -10.6 | 19.7 | 3.4 | -5.1 | 4.4 | 15.7
CCCCn1c(N)c(N(Cc2ccccc2OC)C(=O)c2cc(=O)[nH]c3ccccc23)c(=O)[nH]c1=O | 5.1 | -6.2 | 1.5 | -4.5 | 1.9 | -5.7 | 1.5 | -7.2
O=c1c(-c2nnc(SCc3ccc(Cl)c(Cl)c3)o2)cccn1Cc1ccccc1 | 20.6 | -10.2 | 4.3 | 3.1 | -14.9 | 5.6 | -3.6 | 15.6
CSc1ccc(/C=N/NC(=O)CN2CCN(Cc3ccccc3Cl)CC2)cc1 | 7.7 | 0.4 | 60.9* | -5.8 | -1.8 | -5.3 | -0.6 | 7.8
CCc1nc(SCC(=O)O)c2c3c(sc2n1)COC(C)(C)C3 | 10.1 | -6.0 | -4.5 | 2.5 | -12.5 | 3.0 | -2.7 | 0.0
Cc1cc(NC(=O)CCC(=O)N(CC(=O)NC2CCCC2)c2cccc(F)c2)no1 | 6.6 | -6.2 | -5.6 | 3.7 | 6.8 | 2.6 | -2.7 | 3.8
O=C(Nc1ccc(C(=O)N2CCCC2)cc1)Nc1ccc(Cl)cc1Cl | 4.3 | -0.1 | -10.4 | 9.3 | 9.8 | -6.9 | 0.2 | -2.3
O=C(O)c1cccnc1Sc1ccc(Br)cc1 | -7.3 | -10.9 | 0.0 | -5.9 | -20.4 | 6.9 | -0.9 | 1.1
Cc1cc(NC(=O)/C=C/c2ccco2)ccc1NC(=O)c1ccccc1 | 0.1 | -6.3 | -11.7 | -3.9 | 18.5 | 6.8 | 1.8 | -9.1
CC1CC(NC2=NCCS2)CC(C)(C)C1 (configuration not stated) | -1.1 | -3.0 | -10.1 | 6.5 | 7.7 | -3.0 | 1.6 | 6.7
CC1(c2ccc(OC(F)F)cc2)NC(=O)N(CC(=O)Nc2cccc(S(N)(=O)=O)c2)C1=O (configuration not stated) | 1.2 | 4.3 | 3.3 | -4.0 | 2.1 | -8.4 | -5.2 | -4.1
CCOC(=O)C(=CNc1ccc(Oc2cncc(Cl)c2)nc1)C(=O)OCC | 6.4 | 16.7 | -2.5 | 1.7 | -3.4 | 3.3 | 1.7 | -2.4
C#CCOCCOCCOCCNc1nc(N2CCN(C(=O)C([C@@H](C)CC)n3cc(C(N)Cc4ccc(O)cc4)nn3)CC2)nc(N2CCN(C(=O)[C@H](CCC(=O)O)n3cc(C(N)[C@H](C)CC)nn3)CC2)n1 (some centres not stated) | 4.1 | 21.9 | -23.0 | -11.0 | 0.4 | -12.1 | 9.2 | 2.1
O=C(CSc1nnc(Cc2ccccc2)o1)NCc1ccco1 | 0.3 | 7.7 | -2.9 | 2.4 | 2.3 | -7.4 | -2.0 | 4.2
Cn1c(N)c(C(=O)COC(=O)CSc2ccc3ccccc3c2)c(=O)n(C)c1=O | 8.6 | 5.9 | -4.5 | -3.0 | 4.2 | -15.0 | -1.5 | 2.5
Cc1ccc(C(=O)NCCc2nnc3ccc(NCCCN4CCOCC4)nn23)cc1 | 1.4 | 6.8 | -14.7 | -1.8 | 7.4 | -5.6 | 2.2 | 2.8
CC1CCCN(c2cc3c(cc2[N+](=O)[O-])C(=O)N(c2ccccc2)C3=O)C1 (configuration not stated) | -9.2 | -17.4 | -3.4 | -7.2 | 8.0 | -1.2 | 3.7 | -20.4
CN1CCN(CCCOc2ccc(-c3ccccc3)cc2)CC1 | 22.1 | -0.7 | 4.0 | -6.5 | -7.1 | 1.6 | -1.7 | 12.4
CC1CCN(c2nc(NCc3ccco3)nc(N)c2[N+](=O)[O-])CC1 | 8.2 | -3.1 | -23.4 | 5.7 | 5.4 | 9.9 | -0.3 | 7.1
O=c1[nH]c2cc3c(cc2cc1CN(CC1CCCO1)S(=O)(=O)c1ccc(Cl)cc1)OCCO3 (configuration not stated) | 19.5 | 12.5 | -0.1 | -1.6 | 6.3 | -8.0 | 2.4 | 8.8
C=C(C)CNC(=S)N/N=C1\CCCCc2ccccc21 | 47.5 | 9.5 | 9.1 | 31.2 | 15.3 | -2.2 | -3.5 | -1.1
O=c1cc2c(nn1Cc1c(Cl)cccc1Cl)-c1ccccc1CC2 | 6.2 | -2.3 | 29.9 | -2.2 | 2.9 | -14.3 | 5.9 | -6.6
O=C(NCc1cccnc1)c1nnc(Cc2ccc(F)cc2)o1 | -8.2 | -5.3 | -1.8 | -4.0 | -2.0 | -7.0 | 1.3 | 4.5
COc1cccc(NC(=O)CSc2nnc(-c3cccc(OC(C)C)c3)n2N)c1 | 5.0 | 1.2 | 8.3 | -8.9 | -12.7 | -25.9 | -2.4 | 4.6
N#Cc1c(N2CCCC2)nc(N)c2c(N)nc(N3CCCC3)cc12 | 5.6 | -21.1 | 17.2 | 12.1 | -42.4 | 73.9* | 8.3 | -41.1
CC12CC3CC(C)(C1)CC(C(=O)N1CCN(C(=O)c4ccco4)CC1)(C3)C2 | 5.5 | 8.6 | -14.8 | 4.7 | 9.5 | 2.9 | 1.7 | 1.1
C/C(=N/NC(=O)c1cc(C(C)C)[nH]n1)c1cccs1 | 10.0 | -5.4 | -9.1 | 4.0 | -81.5 | -6.5 | 2.7 | -0.6
O=C(COc1cccc2cccnc12)N/N=C1\SCC(=O)N1Cc1ccco1 | -15.1 | 14.6 | -13.0 | 2.4 | 7.6 | -5.0 | 0.5 | 5.4
Cc1ccc(S(=O)(=O)N2CCN(C(=O)COC(=O)CCCOc3ccccc3)CC2)c(C)c1 | 1.0 | 6.6 | -9.4 | -3.8 | 7.8 | -16.3 | -1.7 | 26.0

Sorted by value in CXCR6 inh (highest first): 4 from the list above.
| SMILES | CXCR6 inh |
| --- | --- |
| N#Cc1c(N2CCCC2)nc(N)c2c(N)nc(N3CCCC3)cc12 | 12.1 |
| CC12CC3CC(C)(C1)CC(C(=O)N1CCN(C(=O)c4ccco4)CC1)(C3)C2 | 4.7 |
| O=C(COc1cccc2cccnc12)N/N=C1\SCC(=O)N1Cc1ccco1 | 2.4 |
| Cc1ccc(S(=O)(=O)N2CCN(C(=O)COC(=O)CCCOc3ccccc3)CC2)c(C)c1 | -3.8 |

An unsorted share of the library. About 3% of those tested had a hit in this group.
